GAA glycogen mod: alters human alpha-glucosidase cleavage of glycogen; P10253; recombinant GAA, glycogen substrate, Amplex Red glucose oxidase fluorescence; Potency, µM (top dose mostly 76.4 µM), inactives show at the highest dose activity change, negative = inhibition, actives largely listed as inhibitors; 300,000 compounds, 0.38% hits; AID 2100;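 further: 0% = full enzyme reaction and -100% = no-enzyme basal signal; the screen sought inhibitors and activators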
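Natural-substrate format: glycogen cleavage by 4 nM human enzyme, glucose read by Amplex Red coupling (Ex 573, Em 610 nm). Normalized to enzyme and no-enzyme controls.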
GoLoco inh red: inhibitors of human Gai1-RGS12 GoLoco interaction (red fluorophore); Potency, µM (highest dose often 61.6 µM), inactives show at the highest dose activity, negative = inhibition, most hits filed as inhibitors; P63096; Gai1:RGS12 GoLoco peptide FP, rhodamine, 10 min; 230,000 compounds, 0.44% hits; active means well fitted inhibition curve with a large enough effect, not every such curve was filed as active; inactive means no such curve, though single readings can be large or run the other way; further: on the % scale 0 is the no-effect control and ±100 the full control effect; nearly all actives have a fitted effect of over 30% in size; many of its hits are not listed in these tables
Target sequence (P63096 whole entry, looked up): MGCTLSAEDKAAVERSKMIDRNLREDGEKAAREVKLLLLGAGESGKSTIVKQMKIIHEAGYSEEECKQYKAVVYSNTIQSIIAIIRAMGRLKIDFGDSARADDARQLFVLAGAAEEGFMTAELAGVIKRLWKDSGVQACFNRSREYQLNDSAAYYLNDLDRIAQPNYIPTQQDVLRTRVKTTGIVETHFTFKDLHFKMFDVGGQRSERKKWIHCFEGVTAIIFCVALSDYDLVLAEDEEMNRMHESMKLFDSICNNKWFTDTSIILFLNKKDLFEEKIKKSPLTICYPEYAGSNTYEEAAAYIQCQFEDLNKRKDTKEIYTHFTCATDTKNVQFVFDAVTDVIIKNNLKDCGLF
SMN2 splice up: increases expression of the SMN2 splice variant; 210,000 compounds, 2.8% hits; HEK293 SMN2-luciferase splicing reporter, luminescence, 30-36 h; Potency, µM (top dose mostly 46.1 µM), without a hit: top-dose activity change, positive = activation, hits mostly activators; further: % of control where 0% means no effect; nearly all actives have a fitted effect of over 55% in size
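HEK293 cells carry an SMN2 minigene-luciferase reporter in which exon 7 inclusion puts luciferase in frame. Cells were seeded at 2000 cells/well, attached for 10-12 hours, then exposed to compounds for 30-36 hours at 37C before ONE-Glo luminescence.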
ALDH1A1 block: inhibitors of human aldehyde dehydrogenase 1A1; P00352; Purified ALDH1A1, NADH fluorescence, propionaldehyde substrate; Potency, µM (series often up to 75.3 µM), for inactives: at the top dose activity, negative = inhibition, usual class: inhibitors; 220,000 compounds, 7.3% hits; AID 1030; active means well fitted inhibition curve with a large enough effect, not every such curve was filed as active; inconclusive means small, poorly fitted or top-dose-only effect, or another doubt; inactive means no such curve, though single readings can be large or run the other way;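 further: plate controls were no enzyme wells and a reference inhibitor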
aGal spleen mod: alpha-galactosidase A (human) modulation. P06280. human spleen homogenate, 4MU-alpha-Gal fluorescence, 40 min. Potency, µM (series often up to 80 µM), without a hit: top-dose activity change, negative = inhibition, most hits filed as inhibitors. 240,000 compounds, 0.008% hits. AID 2107;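 further: 0% = enzyme with vehicle and -100% = no enzyme basal signal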
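qHTS titration in buffer at pH 5.0. Alpha-galactosidase activity in spleen homogenate was measured via 4-methylumbelliferone release from 1 mM fluorogenic substrate after 40 min at 37C and a pH 10 stop. AC50 came from Hill fits of control-normalized data.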
JMJD2E inh: blocks human JMJD2E demethylase activity; Potency, µM (series often up to 57.1 µM), without a hit: at the highest dose activity change, negative = inhibition, actives largely listed as inhibitors; 230,000 compounds, 1.6% hits; JMJD2E catalytic domain, FDH-coupled NADH fluorescence (FDH is formaldehyde dehydrogenase); active means well fitted inhibition curve with a large enough effect, not every such curve was filed as active; inconclusive means small, poorly fitted or top-dose-only effect, or another doubt; inactive means no such curve, though single readings can be large or run the other way;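 further: 0% = wells with enzyme and -100% = buffer wells without enzyme; nearly all actives have a fitted effect of over 50% in size; many of its hits are not listed in these tables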
Target sequence (B2RXH2 1-337 limits assumed): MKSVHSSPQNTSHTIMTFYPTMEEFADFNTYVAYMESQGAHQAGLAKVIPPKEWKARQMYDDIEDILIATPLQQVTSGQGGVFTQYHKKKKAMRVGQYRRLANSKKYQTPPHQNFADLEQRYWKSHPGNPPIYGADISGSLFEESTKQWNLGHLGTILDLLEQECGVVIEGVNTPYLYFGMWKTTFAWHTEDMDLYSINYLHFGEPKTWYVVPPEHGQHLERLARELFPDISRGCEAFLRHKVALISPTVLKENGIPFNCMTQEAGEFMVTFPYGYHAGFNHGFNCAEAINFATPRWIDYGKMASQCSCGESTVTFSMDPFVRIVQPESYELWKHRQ
GAA spleen mod: lysosomal alpha-glucosidase (human) modulation; P10253; human spleen homogenate, 4-MU-alpha-glucoside fluorescence; Potency, µM (top dose mostly 79.9 µM), for inactives: at the highest dose activity change, negative = inhibition, actives largely listed as inhibitors; 240,000 compounds, 0.006% hits; AID 2112;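 further: 0% = enzyme with vehicle and -100% = no enzyme basal signal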
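AC50 values come from Hill-equation fits of concentration-response data, normalized to no-enzyme and full-activity controls. Enzyme source: 1 ug human spleen homogenate; 1 mM fluorogenic 4-MU glucoside, pH 5.0 citrate buffer, 37 C, 40 min.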
GAA inhib: blocks human lysosomal alpha-glucosidase. 200,000 compounds, 0.005% hits. P10253. Potency, µM (highest dose often 76.9 µM), for the others: at the highest dose activity change, negative = inhibition, most hits filed as inhibitors. purified human GAA, 4-MU-alpha-glucoside fluorescence;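 further: plate controls were uninhibited enzyme wells for no effect and no-enzyme background for full effect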
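Endpoint fluorogenic read: 20 min room-temperature reaction of 4 nM human alpha-glucosidase with 400 uM 4-methylumbelliferyl-alpha-D-pyranoside, pH 5.0, quenched with 1M NaOH/1M glycine pH 10. AC50 from Hill modeling.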
* marks the source's active call; other numbers are inactive results; ? = inconclusive; nt = no result given; [ ] = dose if it differs, or a comment. Unless noted, the call rests on the fitted dose curve; in most records, active means well fitted curve in the direction sought with a large enough effect; inconclusive means small, poorly fitted or top-dose-only effect, or another doubt; inactive means no such curve, though single readings can be large; an effect the other way counts as inactive or inconclusive. Potency means the concentration at half of the fitted maximal effect. Only part of the results is shown, so the mix of outcomes need not match the whole.

Each structure is followed by: GAA glycogen mod | GoLoco inh red | SMN2 splice up | ALDH1A1 block | aGal spleen mod | JMJD2E inh | GAA spleen mod | GAA inhib
COc1cccc(NC(=S)NNC(=O)CCn2cc([N+](=O)[O-])cn2)c1
    ? | 10% | 4% | -14% | -7% | 2% | -12% | ?
S=C(Nc1ccccc1)Nc1ccccc1Br
    0% | 14% | nt | 2% | 7% | 13% | -13% | -5%[15.4 µM]
Cc1ccccc1C1CC(=O)Oc2cc(C)c(Br)c(C)c21 (stereo unspecified)
    nt | 3%[88.7 µM] | nt | 2% | 5%[119 µM] | nt | 5%[119 µM] | nt
COc1ccc(/C=C/C(=O)NCC(=O)N/N=C/c2cc(Br)ccc2OC)cc1
    5% | 10% | 0% | 28% | 2% | -4% | -9% | -3%
COc1ccccc1NC(=O)CCC(=O)Nc1ccccc1OC
    1% | -8% | 19% | -7% | 2% | 2% | -1% | -5%
CCc1nc2sc3c(c2c(=O)o1)CCCC3
    6% | -5% | 13% | -6% | 2% | 0% | 7% | 0%
COc1ccc(CN2CC(=O)N(c3ccc(C)cc3C)C2=S)cc1OC
    1% | -10% | -28% | 14% | 4% | 2% | 2% | -1%
Cc1nnc(SCC(=O)NNC(=O)COc2ccc(Cl)cc2)s1
    0% | 3% | 6% | 6% | 10% | 2% | -8% | -1%
CC(C)Sc1snnc1-c1ccccc1
    -7% | 9% | 0% | 0% | 7% | 5% | -2% | -5%
CC(=O)Nc1nc(C2CC2)cc(-c2ccccc2)c1C#N
    -9% | 16% | nt | 5% | -5% | 0% | 5% | ?
COc1ccc(CCNC(=O)CSc2cc(=O)[nH]c(N)n2)cc1OC
    3% | 1% | 1% | 8% | -10% | -2% | -17% | 2%
CSc1nc(Cl)c(Cc2ccc(OCC(C)C)cc2)c(N2CCOCC2)n1
    16% | 3% | -40%[inhibitor] | 6% | -3% | -9% | -3% | 0%
COc1ccc(NC(=S)Nc2cc(C)cc(C)n2)cc1OC
    -4% | nt | nt | -2% | -3% | -5% | -6% | 4%
COC(=O)CN(C(=S)Nc1ccc(F)cc1)C1CC(=O)N(c2ccccc2)C1=O (stereo unspecified)
    -11% | -5% | -13% | ? | 2% | 9% | -9% | -7%
CCOC(=O)C1CCN(Cc2nc3ccc([N+](=O)[O-])cc3c(=O)n2-c2ccc(OC)cc2OC)CC1
    15% | -16% | 13% | 20µM* | 0% | -16% | -1% | ?
COc1cccc(C(=O)N2C(C(=O)O)CSC2c2ccccc2Cl)c1 (stereo unspecified)
    5% | -1% | 2% | 6% | 3% | 1% | -4% | 1%
Cc1cccc(N2CCN(C(c3ccccc3)c3nnnn3C(C)(C)C)CC2)c1C (stereo unspecified)
    -2% | 0% | -63%[inhibitor] | ? | 6% | -4% | 4% | -4%
CCCSc1nnc(Cn2c(=O)sc3ccccc32)n1-c1ccccc1
    -3% | 10% | -20% | ? | 4% | -6% | -16% | -5%[15.4 µM]
COc1ccc(/C=C/C(=O)NCCC(=O)N2CCCN(C)CC2)cc1
    5% | 3% | -3% | ? | -2% | -18% | -3% | 4%
CCCCN1CC(COc2ccccc2)OC1=O (stereo unspecified)
    23% | -1% | -6% | -4% | -3% | 9% | -4% | -5%
COc1ccccc1/C=N/NC(=O)c1ccc(=O)n(C)c1
    6% | 3% | 22% | -8% | -15% | 0% | -12% | 5%
O=C(O)CCC(=O)Nc1nc2nc(-c3ccccc3)cc(-c3ccccc3)n2n1
    -2% | 12% | -17% | ? | 10% | ? | 3% | 2%
CCC(=O)N(CCC1(c2ccccc2OC)CCOC(C(C)C)C1)Cc1ccco1 (stereo unspecified)
    -6% | 2% | nt | 3% | 1% | 8% | 0% | -8%
O=c1c(-c2ccc(F)cc2)nc2cnc(N3CCOCC3)nc2n1Cc1cccs1
    nt | -3% | nt | ? | 14% | nt | 4% | nt
C=CCNC(=O)c1onc(CSc2cccc(OCC)c2)c1C(=O)O
    2% | -7% | -10% | 10% | -7% | 3% | -9% | -12%
C=C[C@](C)(O)CCC=C(C)C
    nt | -1% | -9% | 4% | 0% | -6% | 0% | nt
O=C(COc1ccc(S(=O)(=O)N2CCCC2)cc1Cl)N1CCN(c2ccccc2)CC1
    5% | 2% | -17% | 18µM* | -7% | 4% | -7% | ?
CCOC(=O)c1ccc([N+](=O)[O-])cc1NC(C)=O
    5% | -1% | ? | 12% | 4% | 14% | -1% | -4%
Cc1cccc(N(CC(=O)N2CCOCC2)S(C)(=O)=O)c1C
    4% | 5% | 4% | 0% | 12% | 2% | -13% | 4%
COc1cc2c(cc1OC)C(c1ccsc1)CC(=O)N2 (stereo unspecified)
    -3% | 3% | nt | 6% | 4% | -1% | -5% | -3%

Brought forward from above: 2 compounds, then new ones.
structure	GAA glycogen mod	GoLoco inh red	SMN2 splice up	ALDH1A1 block	aGal spleen mod	JMJD2E inh	GAA spleen mod	GAA inhib
Cc1cccc(N(CC(=O)N2CCOCC2)S(C)(=O)=O)c1C	4%	5%	4%	0%	12%	2%	-13%	4%
COc1cc2c(cc1OC)C(c1ccsc1)CC(=O)N2 (stereo unspecified)	-3%	3%	nt	6%	4%	-1%	-5%	-3%
NC(=O)CC1Nc2cccc3cccc(c23)NC1=O (stereo unspecified)	1%	-32%	-7%	?	-3%	-2%	3%	7%
O=C1NCCc2c1[nH]c1ccc([N+](=O)[O-])cc21	-3%	-3%	-2%	3%	5%	-6%	11%	3%
CSc1nc(N)nc(SCC(=O)Nc2ccc(Cl)cc2)c1C#N	-3%	53%[activator]	-8%	?	7%	?	-10%	-1%
O=C(O)c1ccc(NCc2nc3ccccc3n2Cc2ccccc2F)cc1	2%	-2%	nt	nt	1%	6%	3%	nt
O=C1CCCc2ccccc2N1Cc1ccccc1Cl	1%	1%	-1%	7%	0%	-2%	7%	1%
COc1ccc2c(c1OC)C(=O)OC2Nc1ncc(Br)cc1Br (stereo unspecified)	1%	2%	nt	14%	-4%	-21%	-2%	-2%
Cc1cc(C)cc(NC(=O)N(C)Cc2ccccc2)c1	0%	-9%	nt	1%	-4%	9%	2%	-4%[15.4 µM]
CC(=O)N1CCN(c2ccc(NC(=O)c3ccc4c(c3)OCCO4)cc2)CC1	27%	-2%	-17%	-8%	8%	-4%	-14%	-6%
O=C1c2ccccc2C(=O)N1CCc1nc(-c2ccncc2)no1	20%	11%	-26%	-5%	6%	-2%	6%	-2%
CC(=O)c1cccc(NC(=O)C2CC(=O)N(CCc3ccccc3)C2)c1 (stereo unspecified)	-6%	3%	14%	0%	0%	-8%	0%	0%
C[C@H](NC(=O)c1[nH]cnc1C(=O)Nc1ccc(CNC(=O)OC(C)(C)C)cc1)C(=O)OCc1ccccc1	1%	7%	nt	nt	4%	-4%	-2%	nt
COc1ccccc1NC(=O)CSc1nnc(CC(=O)Nc2cccc(C(F)(F)F)c2)n1C	4%	1%	-6%	7%	5%	1%	-8%	-4%
COc1cccc(NS(=O)(=O)Cc2ccccc2)c1	-4%	2%	-14%	15%	-6%	-2%	-12%	-1%
CC(C)Cn1c(SCC(=O)N2CCCCC2)nc2ccccc2c1=O	8%	3%	-10%	22µM*	10%	0%	?	0%
CCOC(=O)C1=C(C)NC(=S)NC1c1ccc(OC(=O)c2ccco2)cc1 (stereo unspecified)	-3%	2%	1%	2.2µM*	-6%	0%	-2%	-4%
Cc1ccc2c(c1)c1c(n2CC(O)Cn2nc(C)c(Br)c2C)CCCC1 (stereo unspecified)	-19%	0%	-26%	?	3%	8%	-2%	-7%
O=[N+]([O-])c1ccccc1Oc1ncccc1[N+](=O)[O-]	3%	-2%	-10%	?	7%	14%	14%	0%
CC1CCN(C(=O)Nc2cccc(NC(=O)N3CCC(C)CC3)c2)CC1	-3%	6%	5%	-6%	-2%	-12%	-5%	-2%
CN1CCN(C(=O)C2CCN(c3ncc(C(F)(F)F)cc3Cl)CC2)CC1	27%	7%	-46%[inhibitor]	7%	-7%	19%	-3%	-1%
COc1ccccc1N=C1SC(C(=O)Nc2ccc(F)cc2)CC(=O)N1C (stereo unspecified)	-7%	3%	-7%	8%	-1%	8%	1%	6%
C1CCN(Cc2nnnn2C2CCCC2)CC1	-9%	-1%	0%	-4%	1%	2%	7%	2%
O=c1c(C(c2ccc(Cl)cc2)c2c(O)nc3n(c2=O)CCCS3)c(O)nc2n1CCCS2	-2%	-12%	nt	nt	1%	4%	0%	nt
CN1CCN(CC(=O)N/N=C\c2c[nH]c3ccccc23)CC1	2%	-7%	0%	-1%	3%	0%	-10%	1%
COC(=O)c1ccc(NC(C)C(=O)OC)c([N+](=O)[O-])c1 (stereo unspecified)	-2%	-1%	0%	4%	-1%	5%	-5%	5%
NS(=O)(=O)c1ccc(NC(=O)CN2C(=O)c3ccccc3C2=O)cc1	-1%	4%	nt	nt	6%	0%	-2%	nt
CC1=C(C(=O)N2CCOCC2)C(c2ccc(OC(F)F)cc2)NC(=S)N1c1ccccc1 (stereo unspecified)	-11%	4%	-6%	?	0%	-2%	-19%	-4%

One compound at a time, from the list above.
Entry for O=c1c(C(c2ccc(Cl)cc2)c2c(O)nc3n(c2=O)CCCS3)c(O)nc2n1CCCS2 → GAA glycogen mod = -2%; GoLoco inh red = -12%; SMN2 splice up = nt; ALDH1A1 block = nt; aGal spleen mod = 1%; JMJD2E inh = 4%; GAA spleen mod = 0%; GAA inhib = nt
Entry for Cc1cc(C)cc(NC(=O)N(C)Cc2ccccc2)c1 → GAA glycogen mod = 0%; GoLoco inh red = -9%; SMN2 splice up = nt; ALDH1A1 block = 1%; aGal spleen mod = -4%; JMJD2E inh = 9%; GAA spleen mod = 2%; GAA inhib = -4%[15.4 µM]

Compound activity (PubChem BioAssay)
